TR SRC2 fluor cs = Total Fluorescence Counterscreen for Inhibitors of the Interaction of Thyroid Hormone Receptor and Steroid Receptor Coregulator 2. Potency, µM (series often up to 106 µM), for inactives: at the top dose fluorescence change, negative = quenching. actives 0.29% (n = 280,000). AID 1479, 2009. TRb/SRC2 Texas Red total fluorescence interference; active = well fitted curve in either direction with a large enough effect; inconclusive = small, poorly fitted or top-dose-only effect; also: potency is read from the fitted curve at half-maximal effect; % is scaled to controls: 0 for no effect and ±100 for the full control effect
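Human TRb ligand-binding domain at 0.6 uM with 20 nM Texas Red SRC2 peptide in Tris buffer containing 1 uM T3 and 5% DMSO, incubated with compound 5 h at ambient temperature. Total fluorescence (555/632 nm) calculated as parallel + 2 × perpendicular.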
aGal spleen mod = qHTS Assay for Inhibitors and Activators of Human alpha-Galactosidase From Spleen Homogenate; Alpha-galactosidase A (Homo sapiens), P06280; Potency, µM (highest dose often 80 µM), for the others: at the highest dose activity change, negative = inhibition, usual class: inhibitors; actives 0.008% (n = 240,000); human spleen homogenate, 4MU-alpha-Gal fluorescence, 40 min; AID 2107, 2009;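 also: potency is read from the fitted curve at half-maximal effect; 0% = enzyme with vehicle and -100% = no enzyme basal signal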
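qHTS titration in buffer at pH 5.0. Alpha-galactosidase activity in spleen homogenate was measured via 4-methylumbelliferone release from 1 mM fluorogenic substrate after 40 min at 37C and a pH 10 stop. AC50 came from Hill fits of control-normalized data.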
NPSR antag = qHTS Assay for Antagonists of the Neuropeptide S Receptor: cAMP Signal Transduction. Q6W5P4. AID 1461, 2008. Potency, µM (series often up to 38.3 µM), for inactives: at the top dose activity change, negative = inhibition, actives largely listed as inhibitors. actives 1% (n = 220,000). CHO-NPSR cells, cAMP TR-FRET, antagonist mode; also: potency is read from the fitted curve at half-maximal effect; % is scaled to controls: 0 for no effect and ±100 for the full control effect; nearly all actives have a fitted effect of over 50% in size; many of its hits are not listed in these tables
Tau fluor cs = Counterscreen qHTS for Inhibitors of Tau Fibril Formation, Fluorescence Polarization. actives 0.93% (n = 280,000). Potency, µM (top dose mostly 57.7 µM), for the others: at the top dose activity change, negative = decrease. tau K18 P301L Alexa594 fluorescence, heparin fibrillization; also: potency is read from the fitted curve at half-maximal effect; % is scaled to controls: 0 for no effect and ±100 for the full control effect; nearly all actives have a fitted effect of over 55% in size
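Human tau K18 P301L (15 uM unlabeled, 0.24 uM Alexa 594-labeled) in 100 mM sodium acetate pH 7 with 20 uM heparin, 6 hr at 37 C. ThT 30 uM added, 1 hr ambient; Alexa 594 FP and total fluorescence read at 555/632 nm.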
CBFb-RUNX1 inh = qHTS Assay for Compounds Blocking the Interaction Between CBF-beta and RUNX1 for the Treatment of Acute Myeloid Leukemia; Potency, µM (doses to about 59.8 µM), without a hit: at the highest dose activity, negative = inhibition, hits mostly inhibitors; Runt-related transcription factor 1 (Homo sapiens) + Core-binding factor subunit beta …; 230,000 tested, under 10 active; AlphaScreen CBFb-His/RUNX1-biotin binding, biochemical; also: % of control where 0% means no effect
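Interaction loss through any mechanism counts as activity. Pre-formed complex of His-CBF-beta and biotin-RUNX1 (30 nM apiece) is incubated with compound 15 min, then with 50 ng nickel and 50 ng streptavidin beads for 90 min before AlphaScreen detection.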
Tau fibril FP = qHTS for Inhibitors of Tau Fibril Formation, Fluorescence Polarization | Microtubule-associated protein tau (Homo sapiens), P10636 | K18 P301L tau heparin fibrillization, Alexa594 FP, 6 h | Potency, µM (highest dose often 57.7 µM), inactives show at the top dose activity, negative = inhibition, most hits filed as inhibitors | actives 0.39% (n = 280,000) | AID 1468, 2008; also: potency is read from the fitted curve at half-maximal effect; % is scaled to controls: 0 for no effect and ±100 for the full control effect; nearly all actives have a fitted effect of over 55% in size
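Quantitative HTS format: compounds meet 15 uM recombinant K18 P301L tau and Alexa 594-tau tracer in 100 mM sodium acetate pH 7; 20 uM heparin triggers fibrillization at 37 C over 6 hr; FP gives the signal.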
Epigenetic derep = Quantitative High-Throughput Screen for Regulators of Epigenetic Control; murine LDR cells, GFP reporter derepression, 30 h; Potency, µM (top dose mostly 53.9 µM), inactives show top-dose GFP activation, hits mostly activators; actives 0.2% (n = 280,000); AID 1865, 2009; also: potency is read from the fitted curve at half-maximal effect; % of control where 0% means no effect; nearly all actives have a fitted effect of over 60% in size
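GFP-positive cell count by laser-scanning cytometry (objects 20–120 um) after 30 h, 37 C compound exposure of murine LDR cells; reporter is CMV-GFP integrated at a silenced locus, inducible by HDAC or DNMT inhibitors.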
TRb SRC2 PPI = qHTS for Inhibitors of the Interaction of Thyroid Hormone Receptor and Steroid Receptor Coregulator 2; TRbeta-SRC2 peptide binding, fluorescence polarization; receptor liganded with 1 µM T3; Potency, µM (titrated, usually from 106 µM), inactives show top-dose activity change, negative = inhibition, hits mostly inhibitors; actives 0.065% (n = 280,000); AID 1469, 2008;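 also: potency is read from the fitted curve at half-maximal effect; plate controls were bound peptide for no effect and peptide without receptor for full effect; nearly all actives have a fitted effect of over 50% in size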
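Assay buffer: 20 mM Tris-HCl, 100 mM NaCl, 10% glycerol, 1 mM EDTA, 0.01% NP-40, 1 mM DTT, 1 uM T3, 5% DMSO; TRb LBD 0.6 uM, Texas Red SRC2 20 nM; FP after 5 hr.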
An asterisk follows results filed as active; ? = inconclusive; / = not tested or not shown; & = joins results of further samples; ! = not active in a repeat; [ ] = remark or other dose. Unless noted, calls follow the shape of the dose curve; as a rule, active = well fitted curve in the direction sought with a large enough effect; inconclusive = small, poorly fitted or top-dose-only effect, or another doubt; inactive = no such curve, though single readings can be large; an effect the other way counts as inactive or inconclusive. Only part of the results is shown. The share of hits here may be higher or lower than overall.

Each structure is followed by: TR SRC2 fluor cs, aGal spleen mod, NPSR antag, Tau fluor cs, CBFb-RUNX1 inh, Tau fibril FP, Epigenetic derep, TRb SRC2 PPI
CN1CCN(C(c2ccccc2)c2ccccc2)CC1
  -2.2%, 5.5%, /, -0.3%, -7.9%, -5.3%, -1.3%, 4.4%
CCN(CC)CCNC(=O)c1cc(Cl)c(N)cc1OC
  -3.0%, 11.6%, -0.8%, -5.8%&-10.2%&-4.3%&-3.8%, -11.9%, -6.3%&-12.8%&-7.6%&4.3%, -7.9%, -5.5%
CCOc1ccc(C(=O)OCCN(CC)CC)cc1
  1.2%&0.3%, -1.8%&6.4%, 2.8%[46.1 µM], -4.9%&-1.0%, 6.7%&2.2%, -10.2%&-5.6%, -0.1%&0.7%, 6.4%&1.0%
CN(C)CCOC(=O)[C@@H](c1ccccc1)C1(O)CCCC1
  -2.5%, -5.1%[29.1 µM], /, /, 24.6%[21.7 µM], /, -0.3%[16.9 µM], 1.2%
O=C(NCCc1c[nH]c2ccccc12)c1cccnc1
  -1.2%, 3.5%, 2.3%[46.1 µM], -9.0%, 4.0%, 6.8%, 0.9%, 3.5%
CC[n+]1c(C)sc2cc(OC)ccc21
  0.8%, 3.1%, 5.4%, -12.5%, 3.3%, -6.7%, 0.5%, 6.4%
COc1ccc(-n2ccn(CC(=O)Nc3ccc(C)c(C)c3)c(=O)c2=O)cc1OC
  -11.9%, /, /, 1.8%, /, -11.6%, ?, -3.8%
COc1ccc(C(=O)CC(=O)c2ccc(C(C)(C)C)cc2)cc1
  -0.3%, 7.5%, /, -1.5%, ?, 6.1%, 2.7%, -7.9%
O=C(c1ccc(F)cc1)C1CCN(CCn2c(=O)[nH]c3ccccc3c2=O)CC1
  -4.1%, 1.2%, 1.58µM*!, 1.1%&-5.3%&-14.0%&-22.4%&-2.2%, 14.3%, -5.6%&6.0%&-8.4%&-0.7%&-4.6%, 1.1%, 5.6%
O=C(CCN1CCC(c2ccccc2)C1)c1ccc2c(c1)OCCO2 (stereo not given)
  0.8%&-1.8%, 1.1%, -13.2%[46.1 µM], 18.8%, -7.4%, ?, 2.6%, 2.3%&-5.9%
O=C(O)[C@H]1[C@H]2C[C@H]3c4[nH]c5ccccc5c4CCN3C[C@@H]2CC[C@@H]1O
  7.6%, -0.4%, /, -19.4%, 25.9%[21.7 µM], -8.0%, 1.1%, -13.1%
CCCCCCN
  -0.7%, -16.8%, /, /, 8.7%[21.7 µM], /, /, -0.4%
CC(=O)Nc1ccc(C(=O)O)cc1
  -1.4%, 4.5%, /, /, 5.1%[21.7 µM], /, /, 13.9%
COc1ccc(CNC(=O)C2CCCN(c3nnc(C)c4c(C)n(-c5ccc(C)cc5)nc34)C2)cc1 (stereo not given)
  0.0%, /, /, 4.5%, /, -2.9%, -1.7%, 3.1%
C/C=C(/C)C(=O)O[C@@H]1c2c(ccc3ccc(=O)oc23)OC(C)(C)[C@@H]1OC(=O)/C(C)=C\C
  -1.2%, -1.7%, -33.8%, -22.1%, 2.7%[2.36 µM], 7.0%, -0.3%, 0.0%

Grouped by structure, the entries above with a halogen
Each structure is followed by: TR SRC2 fluor cs, aGal spleen mod, NPSR antag, Tau fluor cs, CBFb-RUNX1 inh, Tau fibril FP, Epigenetic derep, TRb SRC2 PPI
CCN(CC)CCNC(=O)c1cc(Cl)c(N)cc1OC
  -3.0%, 11.6%, -0.8%, -5.8%&-10.2%&-4.3%&-3.8%, -11.9%, -6.3%&-12.8%&-7.6%&4.3%, -7.9%, -5.5%
O=C(c1ccc(F)cc1)C1CCN(CCn2c(=O)[nH]c3ccccc3c2=O)CC1
  -4.1%, 1.2%, 1.58µM*!, 1.1%&-5.3%&-14.0%&-22.4%&-2.2%, 14.3%, -5.6%&6.0%&-8.4%&-0.7%&-4.6%, 1.1%, 5.6%

(listing goes on)
Each structure is followed by: TR SRC2 fluor cs, aGal spleen mod, NPSR antag, Tau fluor cs, CBFb-RUNX1 inh, Tau fibril FP, Epigenetic derep, TRb SRC2 PPI
Cc1[nH]n2c(=O)cc(-c3ccc(Cl)cc3)nc2c1-c1ccccc1
  -18.1%, /, /, ?, /, -1.7%, 0.0%, 1.0%
CC1(C)Cc2c(sc(NC(=S)NC(=O)c3ccccc3)c2C(=O)O)CO1
  -4.6%, -11.8%, -34.1%, -12.0%, -3.7%, 0.1%, -3.9%, 0.5%
CN1CCOC(c2ccccc2)c2ccccc2C1 (stereo not given)
  0.5%, 15.5%, /, -5.4%, 0.9%, 2.6%, -1.3%, 1.5%
Cc1nc2ccccn2c(=O)c1CCN1CCC(C(=O)c2ccc(F)cc2)CC1
  -0.1%&-5.1%&-0.9%, 14.1%&6.0%&8.3%, -3.7%, -11.8%&-2.9%&-4.4%, 10.2%&-5.6%&13.5%, ?, -0.4%&-0.1%&2.7%, 1.4%&-0.7%&-1.0%
CCOc1ccc(NC(=O)Cn2cc(C(=O)c3ccco3)c3ccccc32)cc1
  -0.2%&-0.2%, -8.7%, -28.5%[46.1 µM], ?, -4.9%, ?, -1.0%&-0.8%, 5.5%&-2.9%
Oc1ccc(/C=C/c2cc(O)cc(O)c2)cc1
  ?, 17.6%&5.4%&8.1%&8.6%&20.8%&8.5%, -27.7%, ?, ?, ?, 1.0%&1.9%&0.2%&-1.5%&4.0%, 2.5%
CCC(C)[C@@H](N)C(=O)O (stereo not given in full)
  -0.6%&-2.2%, 6.8%&15.9%, /, -2.9%, 17.5%&3.3%, -6.8%, 0.5%, -8.0%&5.0%
NC(=O)c1cccc(-c2cc(Nc3ccc(OC(F)(F)F)cc3)ncn2)c1
  -2.2%, 3.8%, -44.0%, ?, 17.4%, 28.2µM*, -4.8%, -4.1%
Cc1ccc(C)c(NC(=O)Cn2cc(C(=O)c3ccco3)c3ccccc32)c1
  -18.9%, /, /, -16.5%, /, ?, ?, 5.2%
COc1ccc(C2=NC(c3ccc(Cl)cc3)C(c3ccc(Cl)cc3)N2C(=O)N2CCNC(=O)C2)c(OC(C)C)c1 (stereo not given)
  -23.2%, 4.4%, /, /, -3.3%, /, /, -3.7%
CCc1nnc(NC(=O)CSc2nc3c([nH]c4ccccc43)c(=O)n2-c2ccc(OC)cc2)s1
  -0.3%, /, /, -26.0%, /, -9.1%, ?, 4.7%
Cc1cc(-c2ccccc2)nnc1NCCN1CCOCC1
  -0.1%, -2.1%, -6.6%, -5.4%&-7.1%, 10.9%, 4.8%&-0.2%, -3.9%, -5.6%
CCOCCCNC(=O)C(=O)Nc1c2c(nn1-c1ccc(OC)cc1)CSC2
  0.4%, /, /, -3.9%, /, ?, 0.1%, 5.8%
CCCCCCCCCCCCCCC[C@H](O)[C@H](N)CO
  -2.0%, 0.1%, -8.3%[46.1 µM], -9.7%, 22.0%, -1.7%, -0.1%, 1.6%
CCOC(=O)C(CCc1ccccc1)NC(C)C(=O)N1Cc2ccccc2CC1C(=O)O (stereo not given)
  -1.8%, -22.9%, /, -8.8%, 11.5%, -2.4%, 0.0%, 4.8%
C[C@H](CCC(=O)O)[C@H]1CC[C@H]2[C@H]3C(CC[C@]12C)[C@@]1(C)CC[C@@H](O)C[C@H]1C[C@H]3O (stereo not given in full)
  -1.6%&-1.3%, -2.0%&7.3%, /, 0.3%&-16.8%, 21.6%, 3.1%&-9.6%, 1.1%&-8.5%, 2.1%&-4.9%
CC(=O)c1ccc2c(c1)N(CCCN(C)C)c1ccccc1S2
  -3.2%[53 µM], -1.9%[29.1 µM], /, /, 1.5%[21.7 µM], /, -1.4%[16.9 µM], 1.3%[53 µM]
O=c1cc(-c2ccc(O)cc2)oc2cc(OC3OC(CO)C(O)C(O)[C@H]3O[C@@H]3OC[C@@](O)(CO)C3O)cc(O)c12 (stereo not given in full)
  -4.6%, -3.0%, /, -10.8%, /, -11.6%, 0.1%, -6.3%
O=C1c2ccc(O)c(O)c2C(=O)c2c(O)ccc(O)c21
  44.7µM*[fluorescent], -0.1%, /, 2.51µM*[quencher], /, 12.6µM*, 0.0%, 25.1µM*
c1ccc(CC2=NCCN2)cc1
  -2.7%, 8.1%, -4.1%[46.1 µM], -0.3%&7.2%, 16.4%, -10.1%&6.5%, 1.3%, 3.3%
CC(=O)C1CCC2C3CC(C)C4=CC(=O)CC[C@@]4(C)C3C(O)C[C@@]12C (stereo not given in full)
  -0.3%, 11.4%, /, -6.8%, 14.3%, 3.0%, 0.0%, 9.4%
COc1cc(C(c2c(C)[nH][nH]c2=O)c2c(C)[nH][nH]c2=O)ccc1OC(=O)c1ccccc1F
  -1.2%, /, /, -28.0%, /, 3.0%, -0.6%, -4.1%
CCCNC(=O)C1CCC(Cn2c(=O)c3sccc3n(CC(=O)NCc3ccccc3)c2=O)CC1 (stereo not given)
  1.4%, /, /, 4.3%, /, -7.5%, 0.0%, 10.5%
CCC[C@H](N[C@@H](C)C(=O)N1[C@@H]2CCCC[C@H]2C[C@H]1C(=O)O)C(=O)OCC
  -2.0%, 0.4%, /, -0.4%, 20.0%, 3.4%, 0.0%, -3.9%
COc1cc2c(c(OC)c1OC)-c1c(cc3c(c1OC)OCO3)[C@@H](OC(C)=O)[C@H](C)[C@H](C)C2
  0.5%, 10.5%, -15.0%, 3.8%, -1.8%, 1.5%, -1.1%, 6.9%
